Screening results: PubChem, National Center for Advancing Translational Sciences (NCATS)
Vif-A3F inh: qHTS for Inhibitors of Vif-A3F Interactions: qHTS; AID 602313, 2012; Potency, µM (titrated, usually from 46.1 µM), inactives show top-dose activity, negative = active; HeLa A3F-eYFP + Vif (tagged APOBEC3F with the HIV-1 protein that degrades it), YFP fluorescence increase; hit rate 0.2% among 390,000; also: % of control where 0% means no effect; nearly all actives have a fitted effect of over 65% in size
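HeLa cells stably expressing A3F-eYFP plus Vif, plated and incubated overnight at 37 deg C, then exposed to compounds overnight at 37 deg C. Blocked degradation read as raised yellow fluorescence (Ex 488/Em 500-530).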
USP1-UAF1 inh: Inhibitors of USP1/UAF1: Primary Screen; AID 743255, 2014; Potency, µM (series often up to 57.1 µM), inactives show at the top dose activity change, negative = inhibition, most hits filed as inhibitors; hit rate 0.23% among 390,000; recombinant USP1/UAF1, Ub-Rhodamine cleavage fluorescence; Ubiquitin carboxyl-terminal hydrolase 1 (Homo sapiens), O94782; also: % is scaled to controls: 0 for no effect and ±100 for the full control effect; nearly all actives have a fitted effect of over 60% in size; inactives centre near -12
Target sequence (O94782 whole entry, looked up): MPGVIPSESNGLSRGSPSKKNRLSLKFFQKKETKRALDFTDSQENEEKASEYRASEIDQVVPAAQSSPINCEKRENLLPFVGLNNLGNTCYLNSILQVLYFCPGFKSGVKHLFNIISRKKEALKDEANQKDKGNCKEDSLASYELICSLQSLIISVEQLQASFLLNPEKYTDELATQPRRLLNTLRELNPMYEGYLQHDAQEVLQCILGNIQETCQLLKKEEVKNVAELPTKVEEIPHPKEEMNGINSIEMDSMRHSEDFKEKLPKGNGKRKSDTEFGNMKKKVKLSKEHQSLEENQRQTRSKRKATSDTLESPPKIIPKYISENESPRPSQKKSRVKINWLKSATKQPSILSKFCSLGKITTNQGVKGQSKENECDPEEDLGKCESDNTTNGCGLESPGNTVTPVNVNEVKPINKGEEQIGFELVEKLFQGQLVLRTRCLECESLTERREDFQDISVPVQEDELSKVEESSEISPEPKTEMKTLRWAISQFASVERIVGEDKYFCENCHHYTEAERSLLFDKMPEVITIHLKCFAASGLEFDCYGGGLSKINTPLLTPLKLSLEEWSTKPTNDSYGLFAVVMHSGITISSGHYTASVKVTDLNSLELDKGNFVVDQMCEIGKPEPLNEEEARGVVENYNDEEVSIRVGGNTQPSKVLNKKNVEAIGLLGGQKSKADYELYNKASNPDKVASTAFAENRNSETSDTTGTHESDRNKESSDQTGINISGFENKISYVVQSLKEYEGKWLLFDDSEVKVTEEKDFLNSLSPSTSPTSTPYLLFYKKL
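Step one: compound is pinned into 1nM USP1/UAF1 in HEPES pH 7.8 buffer with TCEP. Step two: 15 min room-temperature incubation. Step three: Ub-Rho (150nM final) starts cleavage, tracked by fluorescence over six one-minute reads.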
IDH1 R132H inh: qHTS for Inhibitors of mutant isocitrate dehydrogenase 1 (IDH1): qHTS | AID 602179, 2012 | IDH1-R132H enzyme, NADPH consumption, diaphorase/resazurin fluorescence | Potency, µM (doses to about 76.6 µM), for the others: at the top dose activity change, negative = inhibition, most hits filed as inhibitors | hit rate 0.093% among 390,000; also: % is scaled to controls: 0 for no effect and ±100 for the full control effect; nearly all actives have a fitted effect of over 65% in size
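IDH1-R132H (0.5 ug/mL) preincubated 30 min with compound, then NADPH (0.016 mM) and alpha-KG (2 mM) added; 80 min at RT, pH 7.5. Remaining NADPH coupled via diaphorase/resazurin to fluorescence (540/590 nm); concentration-response curves normalized to no-enzyme control.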
RXFP1 agonist: qHTS Assay for Agonists of the Relaxin Receptor RXFP1 | HEK293T-RXFP1 cAMP TR-FRET, 30 min; response scale: percent of porcine relaxin response, buffer zero | Potency, µM (top dose mostly 57.5 µM), for inactives: top-dose activation, actives largely listed as activators | hit rate 0.3% among 370,000 | AID 2676, 2010; also: % is scaled to controls: 0 for no effect and ±100 for the full control effect; nearly all actives have a fitted effect of over 60% in size; many of its hits are not listed in these tables
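HEK293 cells stably expressing RXFP1, treated 30 min at 37C with compounds plus PDE4 inhibitor Ro 20174; cAMP measured by HTRF TR-FRET. Normalized to buffer and 29 nM porcine relaxin; EC50 by Hill fit.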
TrxR1 substrate: qHTS Assay for Substrates of Mammalian Selenoprotein Thioredoxin Reductase 1 (TrxR1): qHTS; Thioredoxin reductase 1, cytoplasmic (Rattus norvegicus), O89049; purified TrxR1 substrate turnover, NADPH consumption readout; Potency, µM (series often up to 114 µM), for the others: at the top dose activity change, negative = substrate turnover; hit rate 0.01% among 390,000; AID 588456, 2011; also: % is scaled to controls: 0 for no effect and ±100 for the full control effect; nearly all actives have a fitted effect of over 50% in size
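Rat TrxR1, dispensed at 90 nM, was prereduced with 400 uM NADPH (final) for 5 min at ~22 deg C, then incubated with compound 15 min before 400 uM selenite. A first-read NADPH fluorescence drop versus no-compound background flagged substrates.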
TrxR1 inh: qHTS Assay for Inhibitors of Mammalian Selenoprotein Thioredoxin Reductase 1 (TrxR1): qHTS. Thioredoxin reductase 1, cytoplasmic (Rattus norvegicus), O89049. recombinant rTrxR1, NADPH fluorescence consumption, selenite substrate. Potency, µM (doses to about 114 µM), for inactives: top-dose activity change, negative = inhibition, actives largely listed as inhibitors. hit rate 1% among 390,000. AID 588453, 2011; also: % is scaled to controls: 0 for no effect and ±100 for the full control effect; nearly all actives have a fitted effect of over 65% in size
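Rat TrxR1 (90 nM in the dispensed reagent) was pre-reduced with 400 uM NADPH for 5 min at room temperature, then incubated with compound for 15 min. After 400 uM selenite was added, NADPH fluorescence (Ex 340/Em 450 nm) was followed for 8 min.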
Vif-APOBEC3G blk: qHTS for Inhibitors of Vif-A3G Interactions: qHTS; HeLa A3G-eYFP + Vif (tagged APOBEC3G with the HIV-1 protein that degrades it), YFP fluorescence, overnight; DNA dC->dU-editing enzyme APOBEC-3G (Homo sapiens), Q9HC16; Potency, µM (titrated, usually from 46.1 µM), without a hit: at the highest dose activity, negative = active, most hits filed as inhibitors; AID 602310, 2012; hit rate 0.076% among 410,000;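 also: % is scaled to controls: 0 for no effect and ±100 for the full control effect; nearly all actives have a fitted effect of over 60% in size; hits raise eYFP signal because A3G escapes Vif-driven loss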
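HeLa cells stably expressing Vif and C-terminally eYFP-tagged A3G, seeded overnight at 37 deg C, then exposed to compound by pintool overnight at 37 deg C. Rise in yellow fluorescence (Ex 488/Em 500-530, Acumen) marks blocked Vif-driven A3G degradation.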
RGS4 inh: Inhibitors of Regulator of G Protein Signaling (RGS) 4: qHTS. Transcreener GDP fluorescence polarization, RGS4-accelerated GTP hydrolysis. Regulator of G-protein signaling 4 (Homo sapiens), P49798. Potency, µM (series often up to 114 µM), without a hit: top-dose activity change, negative = inhibition, most hits filed as inhibitors. hit rate 0.039% among 390,000; also: % is scaled to controls: 0 for no effect and ±100 for the full control effect; nearly all actives have a fitted effect of over 75% in size; some results filed as inactive show a strong effect at the top dose
Target sequence (P49798 whole entry, looked up): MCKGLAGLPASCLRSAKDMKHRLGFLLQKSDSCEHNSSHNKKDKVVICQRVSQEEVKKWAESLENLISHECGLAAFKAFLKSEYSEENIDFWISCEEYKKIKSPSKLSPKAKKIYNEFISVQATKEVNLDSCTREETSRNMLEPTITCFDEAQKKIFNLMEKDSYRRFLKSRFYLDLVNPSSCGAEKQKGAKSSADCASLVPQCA
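MLSMR compounds (23 nl, pin-transferred) preincubated 10 min at room temperature with a 500nM (2x) first reagent, then RGS4 at 900nM (2x) plus Transcreener GDP mix added; fluorescence polarization (620/688 nm) read before and after 90 min at 30 °C.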
12-LOX inh: Primary qHTS assay for inhibitors of human arachidonate 12S-lipoxygenase (ALOX12): Round 2; Polyunsaturated fatty acid lipoxygenase ALOX12 (Homo sapiens), P18054; purified 12hLO, xylenol orange hydroperoxide absorbance; Potency, µM (doses to about 108 µM), inactives show top-dose activity change, negative = inhibition, usual class: inhibitors; hit rate 1.1% among 580,000; also: % is scaled to controls: 0 for no effect and ±100 for the full control effect
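Purified human 12hLO (150 nM final) in 25 mM Hepes, 0.01% Triton X-100, pH 7.0 was preincubated 15 min at room temperature with compound. Then 40 uM arachidonic acid was added, 30 min. Hydroperoxide was read by Fe-XO absorbance ratio 573/405 nm.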
An asterisk follows results filed as active; ? = inconclusive; . = not tested or not shown; & = joins results of further samples; [ ] = dose if it differs, or a comment. Calls follow the shape of the dose curve; as a rule, active = well fitted curve in the direction sought with a large enough effect; inconclusive = small, poorly fitted or top-dose-only effect, or another doubt; inactive = no such curve, though single readings can be large; an effect the other way counts as inactive or inconclusive. Potency is read from the fitted curve at half-maximal effect. This is a subset (hit frequency here may not be typical).

Under each structure: TrxR1 substrate, RGS4 inh, Vif-A3F inh, USP1-UAF1 inh, 12-LOX inh, Vif-APOBEC3G blk, TrxR1 inh, RXFP1 agonist, IDH1 R132H inh
1: O=C(CC1C(=O)N(c2ccccc2)C(=S)N1c1ccccc1)c1ccc(Br)cc1 (stereo not given)
    7.1%[57.1 µM], -18.6%, 0.6%, -14.2%, ?, 0.3%, 14.0%[57.1 µM], 1.3%, -1.5%
2: COc1ccc(NC(=O)Nc2ccon2)cc1OC
    2.0%, 1.7%, 0.5%, -30.7%, -11.9%, 0.2%, 14.5%, 1.2%, -8.6%
3: COc1ccc(-c2c(=O)n(OCc3ccccn3)c3ccccc3[n+]2[O-])cc1OC
    1.6%, -37.5%, -7.3%, -17.1%, -72.5%, 3.0%, -2.4%, 0.0%, 9.1%
4: Cc1ccc(C)c(NC(=O)CN(C)C(=O)COc2ccc3ccccc3c2)c1
    -9.1%, -22.1%, 0.3%, ?, -21.3%, 0.8%, 14.6%[57.1 µM], ., 5.8%
5: O=c1cc(CN2CCN(Cc3ccccc3)CC2)c2ccc(O)cc2o1
    359.7%[activator], 8.1%, -20.7%, -4.8%, -5.6%, -4.1%, ?, 2.8%, -2.9%
6: CC(C)(O)C#Cc1ccc(CN2CCN(C3CCCCC3)C(CCO)C2)s1 (stereo not given)
    1.9%, -3.3%, -3.5%, -3.5%, 5.7%, 1.4%, 27.0%, 1.8%, -7.1%
7: Cc1ccc(S(=O)(=O)N2CCSCCSCCSCCSCC2)cc1
    -2.5%, -17.3%, 9.1%, -19.5%, -2.6%, 0.5%, 3.2%, ., 3.2%
8: COc1cc(/C=C2/C(=O)N(c3cccc(Br)c3)N=C2C)cc(OC)c1O
    2.6%[2.29 µM], -22.6%, -16.2%, -4.5%, ?, -0.7%, -37.8%, -0.1%, 10.5%
9: COc1ccc(OCCn2ccnc2)cc1
    4.5%, -22.5%, 8.1%, -19.1%, 0.0%, 3.7%, 19.5%, -0.1%, 8.2%
10: O=S(=O)(NCCc1csc2nc(-c3ccccc3)nn12)c1cccs1
    3.2%[57.1 µM], -30.7%, -12.7%, -2.7%, -8.5%, -0.4%, 5.9%[57.1 µM], 1.8%, 12.2%
11: CCCn1c(=O)c2ccccc2n2c(SCCOc3ccc(OC)cc3)nnc12
    1.3%[57.1 µM], 28.7%, -5.0%, -5.9%, -2.7%, 0.0%, 9.6%[57.1 µM], 0.2%, 3.3%
12: CC(=O)c1c[nH]c2ccc(C)cc2c1=O
    12.1%, -5.9%, -5.1%, -14.5%, 0.0%, -1.7%, -9.2%, 0.5%, -6.8%
13: COc1ccccc1CCNCc1ccc(OC)c(OCc2ccccc2)c1
    2.7%, 16.0%, -13.8%, -6.4%, ?, 2.2%, -11.5%, -0.5%, 2.1%
14: CNC(=O)c1cc(S(=O)(=O)NCc2ccncc2)ccc1OC
    9.9%, -3.9%, -4.0%, -12.0%, 0.0%, 2.9%, 52.8%[activator], -3.2%, -4.2%
15: O=C(NCc1ccoc1)c1ccc(NC(=O)c2ccccc2Cl)cc1
    9.7%[57.1 µM], -15.5%, -5.8%, 1.5%, -5.1%, -8.1%, 3.7%[57.1 µM], 0.1%, 0.1%
16: COc1ccc(NC(=O)Cn2c(=O)oc3cc(S(=O)(=O)N4CCCCC4C)ccc32)cc1 (stereo not given)
    1.6%[57.1 µM], -11.5%, -4.5%, -3.7%, -29.9%, 2.7%, 14.7%[57.1 µM], 3.0%, -9.2%
17: COc1ccc(OC)c(NC(=S)N(CCc2c(C)[nH]c3ccccc23)Cc2cccs2)c1
    1.5%, -14.8%, 1.5%, -23.4%, -18.2%, -1.1%, 3.9%, -0.9%, 13.6%
18: O=C1CCC(C(=O)N(CCO)Cc2ccccc2)CN1CCc1cccc(F)c1 (stereo not given)
    ., ., 0.6%, -19.4%, -0.5%, 0.7%, ., ., -8.0%
19: CC(=O)O[C@]1(C(C)=O)CC[C@H]2[C@@H]3C=C(C)C4=CC(=O)CC[C@@H]4[C@H]3CC[C@@]21C
    -13.6%, -19.0%, 2.6%, -29.8%, -8.4%, -3.6%, -33.2%, 0.4%, 5.0%
20: CC1(C)CC(=O)C(N=Nc2cccnc2)=C(O)C1
    -12.2%, 6.7%, 1.3%, -15.0%, -14.6%, -1.6%, -6.5%, -2.3%, 9.0%
21: COc1cc(/C=N/NC(=O)c2ccccc2NS(=O)(=O)c2cccs2)ccc1O
    -10.1%, 1.7%, -4.8%, -7.0%, -0.9%, -2.6%, -12.9%[57.1 µM], -2.4%, -7.2%
22: Cc1c(NC(=O)COC(=O)c2ccc[nH]c2=O)c(=O)n(-c2ccccc2)n1C
    1.2%[57.1 µM], -9.9%, 5.5%, -14.2%, ?, 0.0%, 11.3%[57.1 µM], 0.2%, 6.0%
23: CC1(C)OC(=O)C(=NNc2ccc(Br)cc2)C(=O)O1
    -17.2%, -22.5%, -7.9%, -4.8%, -18.4%, 0.7%, -21.5%, 0.3%, 5.4%
24: COC(=O)c1ccc(C(=O)OC)c(NC(=O)CN(c2ccccc2)S(=O)(=O)N(C)C)c1
    5.4%&12.8%, 7.8%&5.3%, 25.0%&6.4%, -10.7%&-13.0%, 3.6%&-8.0%, 0.9%&-2.1%, 38.8%&41.6%[activator], 0.8%&-0.8%, -7.7%&20.5%
25: CCC(=O)N(Cc1cc(=O)[nH]c2ccccc12)C1CCCCC1
    -4.0%, -61.0%[56.9 µM], -3.6%, -8.5%, -2.2%, 0.1%, 4.8%, -1.3%, 12.1%
26: Cc1nc2sc(C)c(C)c2c(=O)[nH]1
    -2.7%, -16.0%, -3.6%, -16.7%, -23.6%, 0.1%, 3.8%, 0.0%, -10.0%
27: CCCCOc1ccc2c(c1)C(=O)c1cc(O)ccc1-2
    -0.8%[57.1 µM], -37.4%, -2.1%, -8.2%, -26.5%, 6.2%, 30.8%, -1.5%, -5.6%
28: CC(/C=N/NC(=O)CSc1ccccn1)=C\c1ccc(C(C)C)cc1
    -19.8%, 21.8%, 5.5%, -20.6%, -19.8%, -7.7%, -22.8%, 2.0%, 4.0%
29: CN(C)C(=O)COc1ccc(Oc2ccccc2)cc1
    4.2%, -15.6%, 1.3%, -16.7%, 1.1%, 3.2%, 18.9%, -1.1%, 0.0%
30: COc1ccc(C(=O)C(CN2CCCC2)c2ccccc2)cc1 (stereo not given)
    -14.0%, -40.2%, -2.7%, -12.1%, -7.5%, ?, -31.4%, 2.6%, 2.0%
31: COC(=O)C(C)NC(=O)C1CCCN1C(=O)CNC(=O)OCc1ccccc1 (stereo not given)
    -4.0%[57.1 µM], 0.3%, 3.7%, -17.9%, -4.2%, 2.6%, -8.2%, 1.1%, 0.0%
32: CCc1ccc(S(=O)(=O)Nc2ccc3[nH]c(=O)sc3c2)cc1
    -1.6%[57.1 µM], -19.6%, 6.2%, 1.1%, ?, 0.4%, 16.7%[57.1 µM], 0.9%, -24.5%
33: Cc1ccc(/C=N/NC(=O)CSc2nc3ccccc3n2Cc2ccccc2)o1
    -15.5%, -26.3%, -0.2%, -13.8%, 11.7%, -3.3%, 6.6%[57.1 µM], 6.2%, 3.6%
34: Cc1cnc(CN(C)C(=O)C2CCC(=O)N(CCc3ccc(Cl)cc3)C2)[nH]1 (stereo not given)
    ., ., 0.2%, -10.8%, 11.0%, -1.7%, ., ., 3.8%
35: Cc1ccc(CCNC(=O)C2CCCN(S(=O)(=O)c3cccc4nsnc34)C2)cc1 (stereo not given)
    -3.7%, 31.2%, -8.2%, -0.9%, 0.0%[57.4 µM], 0.4%, 5.4%, -0.5%, 3.2%
36: Cc1nc(/N=C(\N)NC(=O)c2ccccc2)nc2ccccc12
    11.1%[57.1 µM], -49.8%, -4.1%, -8.1%, 32.4%&16.6%[activator], -0.5%, 39.3%[activator][57.1 µM], 3.7%, 12.3%
37: CCN(C[C@H]1N[C@@](CC)(C(=O)OC)[C@H]2C(=O)N(C)C(=O)[C@@H]12)C(C)=O
    4.0%, -14.8%, -3.2%, ?, -23.3%, -0.3%, 6.7%, ., 0.7%[38.3 µM]
38: Cc1ccc(C)c(S(=O)(=O)N2CCN(C(=O)CCC(=O)c3cc(C)sc3C)CC2)c1
    4.5%, -1.7%, -1.2%, -26.8%, -2.7%, 1.5%, 21.8%, 0.2%, 3.4%
39: O=C(Nc1ccc2snnc2c1)Nc1cccc2ccccc12
    -4.9%, -9.1%[11.4 µM], -6.6%, -1.4%, -20.3%, -3.2%, -16.0%, -0.1%, 8.4%
